Compound activity (PubChem)
hIAP inh – human IAP inhibition | P09923 | purified IAP, CDP-Star luminescence, 30 min | inhibition, % at 10 µM | 0.12% of 330,000 active;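 active = inhibition reaching a set limit with compound at 10 µM in the primary screen, cut at about 35% in these data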;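 also: plate controls were DMSO wells with enzyme for no effect and no-enzyme buffer wells for full effect; values of inactives mirror those of a sister screen read the other way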
Target sequence (P09923 whole entry, looked up): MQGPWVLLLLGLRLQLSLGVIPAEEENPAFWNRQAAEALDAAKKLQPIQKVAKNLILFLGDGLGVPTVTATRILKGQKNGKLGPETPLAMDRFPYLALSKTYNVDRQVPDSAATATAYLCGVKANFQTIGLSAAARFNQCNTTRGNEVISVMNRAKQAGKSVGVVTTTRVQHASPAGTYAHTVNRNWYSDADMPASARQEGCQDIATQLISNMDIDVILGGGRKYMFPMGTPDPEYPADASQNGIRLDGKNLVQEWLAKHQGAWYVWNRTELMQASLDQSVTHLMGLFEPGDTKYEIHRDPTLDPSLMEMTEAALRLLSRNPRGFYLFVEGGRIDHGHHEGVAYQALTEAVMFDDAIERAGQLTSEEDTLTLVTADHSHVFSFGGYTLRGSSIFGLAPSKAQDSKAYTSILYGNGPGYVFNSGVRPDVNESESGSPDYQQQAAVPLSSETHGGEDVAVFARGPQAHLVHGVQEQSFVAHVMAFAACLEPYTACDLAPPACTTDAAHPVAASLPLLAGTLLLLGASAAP
hIAP activ – increases human intestinal alkaline phosphatase activity; purified human IAP, CDP-Star luminescence, 30 min; hits give high values; 1 = vehicle-only enzyme, 0 = enzyme-free background; activation factor at 10 µM; 0.16% of 330,000 active;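 active = activation factor of the enzyme at least 2-fold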; also: the source names both 10 and 20 µM as test concentration; values of inactives mirror those of a sister screen read the other way
mIAP activ – mouse IAP activation; activation factor at 10 µM; AID 2805; muIAP, CDP-Star luminescence, 30 min; hits give high values; 1 = vehicle-only enzyme signal, 0 = enzyme-free wells; 0.24% of 330,000 active;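 active = activation factor of at least 2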; also: the source names both 10 and 20 µM as test concentration; values of inactives mirror those of a sister screen read the other way
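System: Mouse IAP enzyme | Also added: CDP-Star substrate | Dosing: Compounds dispensed in DMSO | Schedule: 30 min enzyme-substrate-compound incubation at room temperature | Technique: Chemiluminescence readout | Control set: DMSO-only wells and no-enzyme negative control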
mIAP block – blocks mouse intestinal alkaline phosphatase | inhibition, % at 10 µM | 0.2% of 330,000 active | purified mouse IAP, CDP-Star luminescence, 30 min | AID 2806;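 active = inhibition of at least 40% at 10 µM in the primary screen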;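 also: plate controls were DMSO with enzyme for no effect and no enzyme wells for full effect; values of inactives mirror those of a sister screen read the other way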
HKDC1 inh – blocks human hexokinase HKDC1 activity. Q2TB90. 0.16% of 340,000 active. recombinant HKDC1, G6PDH/diaphorase resazurin coupled fluorescence. inhibition, % at 20 µM. AID 493160;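 active = inhibition above about 35% when tested at 20 µM, limit read from the data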;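 also: plate controls were DMSO wells with enzyme for no effect and DMSO wells lacking enzyme for full effect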
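Material – in-house recombinant HK5 (HKDC1) enzyme · Quantity – HKDC1 at 5 µg/mL · Buffer or medium – pH 8.0 Tris buffer with 10 mM MgCl2 · Reagent – glucose with 1 mM ATP · Dosing – single 20 µM dose · Times – reaction time 90 min, room temperature, protected from light · Technique – resorufin fluorescence at 613 nm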
A3A deaminase – inhibitors of human APOBEC3A DNA deaminase; P31941; inhibition, % at 20 µM; 0.41% of 330,000 active; recombinant A3A, FAM/TAMRA ssDNA deamination fluorescence;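 active = at least 40% inhibition at 20 µM here, with at most 30% in a related deaminase screen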;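 also: plate controls were A3A with DMSO for no effect and wells lacking A3A enzyme for full effect; some results filed as inactive read as strong as hits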
PfGluPho inh – PfG6PD (Plasmodium falciparum) enzyme inhibition; PfGluPho enzyme, NADPH resazurin-diaphorase fluorescence; inhibition, % at 20 µM; 0.78% of 350,000 active; AID 504690;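 active = inhibition reaching at least a set limit at 20 µM in the primary screen, cut at about 59% in these data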;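 also: 0% = DMSO wells with substrate and 100% = DMSO wells lacking glucose-6-phosphate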
ATG4B inh – ATG4B (human) cysteine protease inhibition. Q9Y4P1. ATG4B cleavage of LC3-PLA2, NBD-HPC fluorescence, 1 h. inhibition, % at 8.33 µM. 0.51% of 340,000 active. AID 504462; in the data active = inhibition above about 40%
Target sequence (Q9Y4P1 whole entry, looked up): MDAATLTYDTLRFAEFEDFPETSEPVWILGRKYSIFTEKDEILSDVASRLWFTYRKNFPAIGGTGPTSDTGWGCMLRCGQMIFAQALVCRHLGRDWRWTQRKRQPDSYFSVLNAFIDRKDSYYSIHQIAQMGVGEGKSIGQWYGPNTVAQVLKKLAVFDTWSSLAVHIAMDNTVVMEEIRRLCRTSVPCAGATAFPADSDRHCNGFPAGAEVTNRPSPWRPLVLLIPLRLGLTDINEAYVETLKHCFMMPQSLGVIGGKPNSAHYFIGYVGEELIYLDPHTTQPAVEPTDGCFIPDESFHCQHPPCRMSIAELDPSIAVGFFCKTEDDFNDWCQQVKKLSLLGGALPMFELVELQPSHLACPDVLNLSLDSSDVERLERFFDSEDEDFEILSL
* hit, by the source's call.

SMILES	hIAP inh	hIAP activ	mIAP activ	mIAP block	HKDC1 inh	A3A deaminase	PfGluPho inh	ATG4B inh
COc1cccc(N2CC(NS(=O)(=O)c3cccnc3)CC2=O)c1 (stereo not given)	16	0.84	1.1	-7	2	0	-7	3
CC(C)OC(=O)CC(=O)CSc1nc2c(cc1C#N)CCC2	-9	1.1	1	0	-2	1	12	-5
Cc1cccc(C(=O)Oc2ccc(/C=N/O)cc2)c1	1	0.99	0.89	11	5	-4	4	6
COc1ccc(C(=O)NCCc2ccc(F)cc2)cc1OC	1	0.99	1.1	-15	3	2	-3	-5
COc1cccc(/C=C2\CCC(C3CCCC3)C2=O)c1 (stereo not given)	-5	1.1	0.97	2	3	-1	8	-5
NS(=O)(=O)c1ccc(CNC(=O)c2cc(-c3ccccc3)nc3ccccc23)cc1	7	0.93	0.93	7	15	21	-12	-5
Cc1cc(=O)c2c(C)nn(-c3ccccc3)c2[nH]1	-21	1.2	1	-3	-5	2	11	-1
O=C(CSC1=NCCS1)N1CCCCCC1	4	0.96	0.92	8	-3	-17	-3	3
COc1ccc(C(=O)NNC(=O)CSc2nnc(-c3cccnc3)n2C)cc1	-16	1.2	1.1	-9	-1	0	-4	2
Cc1c(C(=O)N(CCO)Cc2ccccc2)oc2c(F)cccc12	8	0.92	1.1	-5	-3	4	52	-6
CC1(C(=O)NC2CCCCC2)CCC(=O)N1Cc1ccc2c(c1)OCO2 (stereo not given)	-22	1.2	1.1	-10	-10	-7	5	-5
COC(=O)Cc1[nH]n(-c2ccccc2)c(=O)c1C(C)=Nc1ccccc1	-4	1	0.95	5	13	-3	-20	5
Cc1ccccc1C(=O)NCC(=O)N1CCN(C/C=C/c2ccccc2)CC1	-2	1	0.99	1	-9	-3	-6	-9
COc1ccc(-c2cccc(C(=O)Nc3cccc(C(=O)O)c3)c2)cc1	-1	1	1	-1	-6	0	-12	-11
COc1ccc(OCC(=O)N2CCC(n3nccc3NC(=O)C3CC3)CC2)cc1	29	0.71	1	-3	-2	-5	-8	25
O=C(NCCCCCCNC(=O)N1CCCCCC1)N1CCCCCC1	12	0.88	1	0	-11	1	6	-3
O=C(CN1CCOCC1)Nc1ccc(Cl)cc1	-4	1	1.1	-12	-5	-3	-11	-4
CCCc1nc2c(nnn2Cc2ccccc2F)c(=O)[nH]1	-2	1	0.9	10	-6	-4	-7	-3
O=C(c1ccccc1)N1N=C(C(F)(F)F)CC1(O)c1ccc(F)cc1 (stereo not given)	-26	1.3	0.99	1	-5	3	15	-4
O=C1C2C3C=CC(C3)C2C(=O)N1/N=C/c1cc(Br)cc([N+](=O)[O-])c1O (stereo not given)	1	0.99	0.99	1	12	3	-2	3

One compound at a time (already shown).
CC1(C(=O)NC2CCCCC2)CCC(=O)N1Cc1ccc2c(c1)OCO2 (stereo not given) as listed: hIAP inh: -22; hIAP activ: 1.2; mIAP activ: 1.1; mIAP block: -10; HKDC1 inh: -10; A3A deaminase: -7; PfGluPho inh: 5; ATG4B inh: -5
CC(C)OC(=O)CC(=O)CSc1nc2c(cc1C#N)CCC2 as listed: hIAP inh: -9; hIAP activ: 1.1; mIAP activ: 1; mIAP block: 0; HKDC1 inh: -2; A3A deaminase: 1; PfGluPho inh: 12; ATG4B inh: -5
CCCc1nc2c(nnn2Cc2ccccc2F)c(=O)[nH]1 as listed: hIAP inh: -2; hIAP activ: 1; mIAP activ: 0.9; mIAP block: 10; HKDC1 inh: -6; A3A deaminase: -4; PfGluPho inh: -7; ATG4B inh: -3

Returning to the listing with the 3 entries that preceded the break.
SMILES	hIAP inh	hIAP activ	mIAP activ	mIAP block	HKDC1 inh	A3A deaminase	PfGluPho inh	ATG4B inh
CCCc1nc2c(nnn2Cc2ccccc2F)c(=O)[nH]1	-2	1	0.9	10	-6	-4	-7	-3
O=C(c1ccccc1)N1N=C(C(F)(F)F)CC1(O)c1ccc(F)cc1 (stereo not given)	-26	1.3	0.99	1	-5	3	15	-4
O=C1C2C3C=CC(C3)C2C(=O)N1/N=C/c1cc(Br)cc([N+](=O)[O-])c1O (stereo not given)	1	0.99	0.99	1	12	3	-2	3
COC(=O)Cc1ccc(Oc2ncc(C(F)(F)F)cc2Cl)cc1	-2	1	1	-1	-3	1	1	5
COc1cccc(NC(=S)N(Cc2ccco2)C(C)c2ccco2)c1 (stereo not given)	1	0.99	0.85	15	-6	-1	13	4
COc1ccc(NC(=O)CN(C)S(=O)(=O)c2cnc[nH]2)cc1	-7	1.1	0.98	2	-6	0	1	-1
CCC(C)(C)NC(=O)C(c1ccc(O)cc1)N(CCOC)C(=O)CCC(=O)Nc1nccs1 (stereo not given)	-9	1.1	0.95	5	-8	-1	0	-4
O=C(NCc1cccnc1)c1ccc(CS(=O)(=O)Cc2ccc(Cl)cc2)o1	-18	1.2	1	-2	-7	5	-14	-3
CCOC(=O)c1ccc(S(=O)(=O)n2c(CN3CCCCC3)nc3ccccc32)cc1	6	0.94	1	-1	6	1	6	-8
CCc1nnc(NC(=O)CSc2nnc(CCc3nc4ccccc4[nH]3)n2C)s1	9	0.91	0.95	5	3	-5	-6	-7
COC(=O)c1ccc(N2CCS(=O)(=O)CC2)cc1	0	1	0.96	4	-5	-3	2	12
COc1ccc(-c2nc(-c3ccccn3)nc(N3CCN(C)CC3)c2C#N)cc1	-12	1.1	1.1	-5	-3	-1	-4	4
CS(=O)(=O)NN1C(=O)c2ccccc2NC1c1cccc(O)c1 (stereo not given)	13	0.87	0.93	7	-7	2	-10	4
CCC(C(=O)Nc1cc(Cl)c(OC)cc1OC)c1ccccc1 (stereo not given)	3	0.97	0.96	4	2	0	-5	2
CCOCCCNC(=O)c1ccc2c(=O)n(Cc3ccc(OC)cc3)c(=O)[nH]c2c1	6	0.94	0.95	5	-7	-2	-8	-7
O=C(O)CCC(=O)c1ccc2c(c1)OCCCO2	8	0.92	1	-3	-6	-3	-6	-1
CCCCn1c(N)c(N(CC)C(=O)c2ccco2)c(=O)[nH]c1=O	2	0.98	1.1	-7	-3	17	9	-5
CCCS(=O)(=O)Nc1ccc(-c2cn3c(n2)SCC3)cc1	-21	1.2	1.1	-6	-1	-5	10	2
Cc1ccccc1Nc1c(-c2cccnc2)nc2ccc(Br)cn12	18	0.82	0.89	11	0	1	30	-4
CCN(CCNC(=O)C1=C(C)C(=O)OC12CCC(C)CC2)c1ccccc1 (stereo not given)	11	0.89	1	-2	0	1	10	2
O=c1c(Cc2c(F)cccc2Cl)c(O)ccn1Cc1ccc(F)cc1	14	0.86	0.99	1	1	-6	-1	-5
Cc1ccc(S(=O)(=O)N2CCOC23CCN(C(=O)c2ccccc2Br)CC3)cc1	-7	1.1	0.97	3	-4	-3	6	-13
OCCNNC(=S)NC1CC2C=CC1C2 (stereo not given)	-2	1	0.98	2	-2	-4	10	-16
NC(=O)C1CC(=O)N(c2ccc(OCc3ccc(Cl)cc3Cl)cc2)C1 (stereo not given)	-4	1	0.92	8	-11	1	9	4
CC(C)Cn1cc(C(=O)NCCCN2CCC(C)CC2)c2c3ccccc3n(C)c2c1=O	-19	1.2	1.2	-16	-5	0	-3	-6
Cc1ccc(-n2c(=O)[nH]c3c(oc4ccccc43)c2=O)cc1	-14	1.1	0.99	1	6	-10	-5	-5
COc1cc(NS(=O)(=O)c2ccc3c(c2)C(C)(C)C(=O)N3C)cc(OC)c1	-9	1.1	1.1	-7	-3	10	10	-4
CCC(C)(C(=O)NC1CCCCC1)N(Cc1cccs1)C(=O)c1ccc(=O)[nH]c1 (stereo not given)	-6	1.1	0.93	7	2	1	-17	6
O=C(O)C=C1CCN(c2ncc(C(F)(F)F)cc2Cl)CC1	11	0.89	1	0	2	2	-14	3
CCC(C)N(C(=O)COC(=O)/C=C/c1ccc(O)c(OC)c1)C1CCS(=O)(=O)C1 (stereo not given)	-17	1.2	1	-3	-11	1	-12	-1
O=[N+]([O-])c1cc(-c2csc(NC(CO)c3nc4ccccc4n3CCOCCO)n2)ccc1Cl (stereo not given)	-11	1.1	0.87	13	1	-5	53	-14
O=C(NCCCNC(=O)c1ccco1)c1ccco1	11	0.89	0.93	7	-1	1	1	-10
O=C1Nc2ccccc2OC1CC(=O)N1CCN(c2cccc(C(F)(F)F)c2)CC1 (stereo not given)	9	0.91	1	-1	6	1	9	1
CC(=O)Nc1ccc(NC(=O)CCc2c(C)noc2C)cc1	-8	1.1	0.97	3	-3	3	-6	-6
COc1ccc(CC(=O)O/N=C(\N)c2ccc(C)cc2)cc1	8	0.92	0.94	6	5	-5	7	1
Cc1sc2ncnc(N3CCCCC3)c2c1C	0	1	0.95	5	11	-1	-9	18
CN(Cc1ccccc1)C(=O)COC(=O)C1=NNC(=O)CC1	17	0.83	0.96	4	-15	4	25	32
CC(C)Cn1c(N)c(C(=O)COC(=O)c2ccc([N+](=O)[O-])o2)c(=O)n(C)c1=O	-10	1.1	1	-1	2	2	10	-8
Cc1ccccc1CS(=O)(=O)CCC(=O)N1CCN(c2ccc(N3CCOCC3)nn2)CC1	9	0.91	1	0	-8	-2	1	1
COCCn1c(C)cc(C(=O)CSc2nc(C)cc(C)c2C#N)c1C	3	0.97	0.97	3	1	1	10	-9
CCCC(=O)Nc1cc2c(cc1C(C)=O)OCCO2	-9	1.1	1	-4	0	0	-4	-6
O=C(CN1CCN(C(=O)c2ccco2)CC1)Nc1cccc([N+](=O)[O-])c1	0	1	0.88	12	-1	-1	4	0
COc1ccc(NC(=O)[C@@H](NC(N)=O)C(C)C)cc1Cl	10	0.9	1	-2	-3	-2	0	-8
CCCN1C(=O)C(O)(C2COC(C)(C)CC2=O)c2ccccc21 (stereo not given)	10	0.9	0.97	3	-2	-2	8	-11
CCOCC(O)CNC(=O)c1ccc(OC2CCN(C(=O)c3cccnc3)CC2)cc1 (stereo not given)	-8	1.1	0.98	2	0	-4	3	10
COc1ccc(C2(O)CN(c3ccccc3)C3=[N+]2CCS3)cc1OC (stereo not given)	-5	1.1	0.99	0	-6	-4	-1	2
CCn1c(CSc2nnc(-c3ccoc3C)n2C)nc2cc(S(=O)(=O)N(C)C)ccc21	0	1	1	-2	-4	-2	10	-12
Cc1[nH]c2c(Cl)cccc2c1CCNC(=O)C1CCCCC1C(=O)OCC(F)(F)F (stereo not given)	6	0.94	1	-3	19	-4	-5	-1
O=C(CN1C(=O)CCS(=O)(=O)c2ccccc21)NCCc1ccccc1	-12	1.1	0.96	4	-5	-4	8	-11
COCCn1c(SCC(=O)N2CCCC(C)C2)nnc1-c1ccco1 (stereo not given)	1	0.99	1.1	-6	-7	0	4	-5
COc1ccc(C(=O)N/C(=C\c2cccc3ccccc23)C(=O)N2CCN(C)CC2)cc1OC	-8	1.1	1.1	-5	-5	5	-4	-10
CC1CCN(C(=O)CSc2nc(C(C)C)nc3c2c(=O)n(C)c(=O)n3C)CC1	-7	1.1	0.98	2	3	0	-11	2
CC(=O)Nc1ccc(C(=O)CSc2nnc3scc(-c4ccccc4)n23)cc1	18	0.82	0.93	7	-11	3	-23	-9
CC(C)(C)CC(=O)Nc1nnc(SCC(=O)Nc2ccccc2F)s1	7	0.93	1	-3	-7	-1	-8	-6
C=CCN1C(=O)S/C(=C/c2ccc(Sc3nc4ccccc4[nH]3)o2)C1=O	3	0.97	0.87	13	-5	-1	6	-5

An unsorted share of the library; any-hit rate near 2.4%.
